Bioassay records: PubChem BioAssay, NCI
Growth percent in the NCI-60 one-dose screen (48 h, 10 µM unless noted): 100 = growth as untreated, 0 = no growth, -100 = all killed.
NCI-H23 – NCI-H23 lung cancer; 4% of 80,000 active
NCI-H226 – NCI-H226 lung cancer. 3.5% of 79,000 active
NCI/ADR-RES – NCI/ADR-RES ovarian cells; AID 1794790; 4.4% of 81,000 active
ACHN – ACHN renal cancer; 4.9% of 81,000 active
A498 – A498 renal cancer cells; 5.4% of 76,000 active; AID 1794774
CAKI-1 – CAKI-1 renal cancer; 4.7% of 75,000 active; AID 1794772
RXF 393 – RXF 393 renal cancer cells | 6.9% of 77,000 active
NCI-H460 – NCI-H460 lung cancer. AID 1794736. 6.8% of 82,000 active
NCI-H522 – NCI-H522 lung cancer; 8% of 78,000 active
The depositor's hits bear a star. How the source made its calls: active means growth percent below 10; inactive means the rest.

What do the screens show for `CC(C)[C@@]12c3[nH]c4ccccc4c3CCN1C(=O)[C@H]2Oc1ccc(Cl)cc1`?
NCI-H23: 100.2; NCI-H226: 90.7; NCI/ADR-RES: 94.5; ACHN: 87.8; A498: 91.5; CAKI-1: 80.8; RXF 393: 101.5; NCI-H460: 100.3; NCI-H522: 59.7

What do the screens show for `O=c1[nH]c(=S)[nH]c(O)c1/C=C1\C=c2ccccc2=N\C1=N\c1nccs1`?
NCI-H23: 90.5; NCI/ADR-RES: 98.3; ACHN: 76.9; A498: 75.8; CAKI-1: 93.6; RXF 393: 96.9; NCI-H460: 91.2; NCI-H522: 94.6

What do the screens show for `Cc1ccccc1NC(=O)Oc1c(Cl)c(Cl)c(Cl)c(Cl)c1Cl`?
NCI-H23: 89.7; NCI-H226: 87.0; NCI/ADR-RES: 99.2; ACHN: 108.0; A498: 102.5; CAKI-1: 88.0; NCI-H460: 104.9; NCI-H522: 61.3

What do the screens show for `CN1CCN(CCCn2c3c(sc4ncccc43)c(=O)n3nnc(-c4ccccc4)c23)CC1`?
NCI-H226: 96.2; NCI/ADR-RES: -28.4*; A498: 150.3; CAKI-1: 97.7; RXF 393: 75.3; NCI-H460: -70.7*; NCI-H522: -73.5*

How did CCCOC(=O)Nc1nc2ccc(SCC(C)C)cc2s1 do in these assays?
NCI-H23: 46.4; NCI-H226: 52.4; NCI/ADR-RES: 16.1; ACHN: 51.9; A498: 40.8; CAKI-1: 49.1; RXF 393: 28.2; NCI-H460: 29.1; NCI-H522: 24.1

How did COc1cc(O)c2c(=O)c3c(CC=C(C)C)cc(OC)c(O)c3oc2c1 do in these assays?
NCI-H23: 41.4; NCI-H226: 78.7; NCI/ADR-RES: 16.1; ACHN: 50.3; A498: 31.1; CAKI-1: 44.0; RXF 393: 13.7; NCI-H460: 12.5; NCI-H522: -12.9*

What do the screens show for `Oc1ccc(Br)cc1/C=N/NC(=S)NC12CC3CC(CC(C3)C1)C2`?
NCI-H23: 1.4*; NCI-H226: 31.5; NCI/ADR-RES: -3.6*; ACHN: 2.7*; A498: 53.3; CAKI-1: -35.3*; RXF 393: -15.6*; NCI-H460: 2.2*

What do the screens show for `Cc1cc(C(=O)CC(=O)C(F)(F)C(F)(F)C(F)(F)F)c(C)s1`?
NCI-H23: 106.1; NCI-H226: 99.5; NCI/ADR-RES: 101.2; ACHN: 101.5; A498: 107.4; CAKI-1: 84.7; RXF 393: 115.8; NCI-H460: 108.3; NCI-H522: 105.0

Results for O=C1CCCN1C1CCN(Cc2cc3ccccc3[nH]c2=O)c2ccccc21 (stereo not given) ?
NCI-H23: 82.7; NCI-H226: 78.3; NCI/ADR-RES: 97.4; ACHN: 89.1; A498: 110.6; CAKI-1: 79.3; RXF 393: 99.4; NCI-H460: 101.6; NCI-H522: 63.0

Results for COc1ccc(C(=O)n2nc(-c3ccccc3)nc2N)cc1OC ?
NCI-H23: 93.9; NCI-H226: 79.9; NCI/ADR-RES: 96.5; ACHN: 82.4; A498: 83.7; CAKI-1: 84.3; RXF 393: 98.3; NCI-H460: 98.3; NCI-H522: 85.4

How did Cc1ccc(-c2nc3c(N)nc(N)nc3nc2N)cc1 do in these assays?
NCI-H23: 108.1; NCI-H226: 116.9; NCI/ADR-RES: 113.3; ACHN: 117.1; A498: 105.2; CAKI-1: 120.8; RXF 393: 113.6; NCI-H460: 113.2; NCI-H522: 111.5

How did CC1(C)CC[C@]23CC[C@]4(C)[C@H](CC[C@@H]5[C@@]6(C)CC[C@H](N)C(C)(C)[C@@H]6CC[C@]54C)[C@H]2[C@H]1OC3=O do in these assays?
NCI-H23: -94.7*; NCI-H226: -90.0*; NCI/ADR-RES: -69.4*; ACHN: -100.0*; A498: -90.3*; CAKI-1: -98.2*; RXF 393: -95.6*; NCI-H460: -13.9*; NCI-H522: -85.5*

What do the screens show for `CC(=O)OCC1C2C=CC(C2)C1COC(C)=O` (stereo not given)?
NCI-H23: 104.0; NCI-H226: 103.6; NCI/ADR-RES: 110.3; ACHN: 100.0; A498: 94.2; CAKI-1: 115.2; RXF 393: 116.4; NCI-H460: 104.1

How did CC1=CN2C(=NC3=C(CCCC/C3=C\c3ccc(Cl)cc3)C2c2ccc(Cl)cc2)S1 (stereo not given) do in these assays?
NCI-H23: 99.6; NCI-H226: 94.9; NCI/ADR-RES: 111.8; ACHN: 104.3; A498: 117.5; CAKI-1: 93.0; RXF 393: 117.2; NCI-H460: 110.2; NCI-H522: 85.0

Results for CC1=C(SCC(=O)OCCCCCC(C)C)C(=O)c2ccccc2C1=O ?
NCI-H23: 89.0; NCI-H226: 93.8; NCI/ADR-RES: 100.2; ACHN: 85.7; A498: 106.7; CAKI-1: 80.3; RXF 393: 94.2; NCI-H460: 101.8; NCI-H522: 68.4

What do the screens show for `CCCCCCN(CCCCCC)CCCCCC`?
NCI-H23: 99.5; NCI-H226: 99.5; NCI/ADR-RES: 106.3; ACHN: 102.5; A498: 82.8; CAKI-1: 98.8; RXF 393: 114.3; NCI-H460: 111.0; NCI-H522: 71.9

How did C=CC(C)(O)CCC=C(C)C (stereo not given) do in these assays?
NCI-H23: 97.5; NCI-H226: 113.0; NCI/ADR-RES: 107.7; ACHN: 101.6; A498: 87.5; CAKI-1: 111.0; RXF 393: 111.1; NCI-H460: 109.8; NCI-H522: 107.2

How did CCOC(=O)c1c(Nc2ccccc2)nn2c(N)c(C#N)c(-c3ccc(OC)cc3)nc12 do in these assays?
NCI-H226: 42.3; NCI/ADR-RES: 73.3; ACHN: 38.5; A498: 75.5; CAKI-1: 52.8; RXF 393: 46.0; NCI-H460: 61.5; NCI-H522: 83.3

Results for Cc1ccc(-n2c(/C=C3\C(=O)Nc4ccccc43)ccc2COCC2CO2)cc1 (stereo not given) ?
NCI-H23: 102.2; NCI-H226: 106.5; NCI/ADR-RES: 100.1; ACHN: 91.7; A498: 106.5; CAKI-1: 93.6; RXF 393: 132.1; NCI-H460: 119.1; NCI-H522: 94.7

How did COC(=O)C1=CC=C[C@@H]2[C@@]3(C)CC(c4ccoc4)OC(=O)[C@@H]3CC[C@@]12C (stereo not given in full) do in these assays?
NCI-H23: 103.7; NCI/ADR-RES: 105.4; ACHN: 101.5; CAKI-1: 96.3; RXF 393: 110.8; NCI-H460: 118.6; NCI-H522: 98.1

Results for Nc1ccc(C(=O)Nc2nc3c(s2)C[C@@H](NC(=O)c2cc(Cl)c(Cl)[nH]2)CC3)cc1 ?
NCI-H23: 94.8; NCI-H226: 93.6; NCI/ADR-RES: 93.6; ACHN: 87.0; A498: 52.4; CAKI-1: 67.7; RXF 393: 74.6; NCI-H460: 96.0; NCI-H522: 89.7

Results for C=CCc1c(O)c(C=O)c(OC)c2c(=O)cc(-c3ccc(Cl)cc3)oc12 ?
NCI-H23: 80.2; NCI-H226: 101.9; NCI/ADR-RES: 93.7; ACHN: 92.1; A498: 99.3; CAKI-1: 99.7; RXF 393: 106.8; NCI-H460: 83.4; NCI-H522: 84.2

How did CC1=NC(=S)NC(c2ccccc2)/C1=C1/CC(c2ccccc2O)N(c2ccccc2)N1 (stereo not given) do in these assays?
NCI-H23: 91.8; NCI-H226: 97.8; NCI/ADR-RES: 103.8; ACHN: 100.0; A498: 94.5; CAKI-1: 91.3; RXF 393: 101.4; NCI-H460: 97.0; NCI-H522: 86.0

What do the screens show for `CC1(CCCC(=O)O)Nc2ccccc2-c2nc(=O)c(-c3ccc(F)cc3)nn21` (stereo not given)?
NCI-H23: 94.1; NCI-H226: 93.2; NCI/ADR-RES: 108.4; ACHN: 92.3; A498: 107.4; CAKI-1: 82.2; RXF 393: 108.8; NCI-H460: 100.2; NCI-H522: 91.8

What do the screens show for `COc1cc(CNC(=O)C[C@H](C)CCC=C(C)C)ccc1OCc1cn(-c2ccc(C#N)cc2)nn1`?
NCI-H23: 64.5; NCI-H226: 54.9; NCI/ADR-RES: 14.0; ACHN: 72.8; A498: 92.3; CAKI-1: 62.6; RXF 393: 49.4; NCI-H460: 45.8; NCI-H522: 63.5

How did O=C1c2ccccc2CCC1(Br)Br do in these assays?
NCI-H23: 28.9; NCI-H226: 27.1; NCI/ADR-RES: 19.3; ACHN: -95.2*; A498: 70.8; CAKI-1: 18.7; NCI-H460: 95.0; NCI-H522: -70.8*

How did COc1cc(-c2ccc(N=Nc3ccc4c(S(=O)(=O)O)cc(S(=O)(=O)O)c(N)c4c3O)c(OC)c2)ccc1N=Nc1ccc2c(S(=O)(=O)O)cc(S(=O)(=O)O)c(N)c2c1O do in these assays?
NCI-H23: 95.1; NCI-H226: 95.2; NCI/ADR-RES: 97.5; ACHN: 97.3; A498: 92.8; CAKI-1: 83.2; RXF 393: 106.4; NCI-H460: 106.7; NCI-H522: 92.7

Results for COc1cc2cc3c(nc2cc1OC)CCN3Cc1ccc(NC(=O)Nc2ccc(Cl)c(C(F)(F)F)c2)cc1 ?
NCI-H23: 96.9; NCI-H226: 74.2; NCI/ADR-RES: 94.9; ACHN: 78.2; A498: 61.6; CAKI-1: 91.7; RXF 393: 67.1; NCI-H460: 43.0; NCI-H522: 107.4

Results for CNNC(=O)c1ccncc1 ?
NCI-H23: 98.2; NCI-H226: 102.7; NCI/ADR-RES: 102.1; ACHN: 103.8; A498: 93.9; CAKI-1: 101.2; RXF 393: 107.8; NCI-H460: 112.4; NCI-H522: 93.9

What do the screens show for `COc1cc(C2=NN(C(C)=O)C(c3ccc(Cl)cc3)C2)cc(OC)c1OC` (stereo not given)?
NCI-H23: 92.1; NCI-H226: 84.9; NCI/ADR-RES: 84.8; ACHN: 103.0; A498: 80.8; RXF 393: 104.0; NCI-H460: 121.0; NCI-H522: 74.6

Results for COc1ccc(/C(C)=N\N)cc1 ?
NCI-H23: 102.4; NCI-H226: 103.1; NCI/ADR-RES: 104.4; ACHN: 108.1; A498: 87.9; CAKI-1: 85.3; RXF 393: 113.6; NCI-H460: 106.8; NCI-H522: 90.5

How did Cc1ccc(NC(=O)/C=C\C(=O)O)cc1 do in these assays?
NCI-H23: 95.9; NCI-H226: 115.9; NCI/ADR-RES: 100.5; ACHN: 99.5; A498: 104.6; RXF 393: 122.8; NCI-H460: 118.2; NCI-H522: 95.9

How did CN(C)n1cc(C#N)c(=O)[nH]c1=O do in these assays?
NCI-H23: 101.7; NCI-H226: 102.4; NCI/ADR-RES: 104.8; ACHN: 94.2; A498: 109.5; CAKI-1: 93.3; RXF 393: 110.5; NCI-H460: 123.3; NCI-H522: 102.8

Results for O=C(CC(CC(=O)c1ccc(Cl)cc1)c1ccc(O)cc1)c1ccc(Cl)cc1 ?
NCI-H23: 88.9; NCI-H226: 86.1; NCI/ADR-RES: 82.3; ACHN: 99.4; A498: 97.9; CAKI-1: 101.0; RXF 393: 104.0; NCI-H460: 100.2; NCI-H522: 86.4

Results for Cc1ccc(-c2c3c(C)nn(-c4ccccc4)c3nc3nc(Cc4ccccc4)[nH]c(=O)c23)cc1 ?
NCI-H226: 96.5; NCI/ADR-RES: 112.1; ACHN: 108.5; A498: 102.6; CAKI-1: 96.3; RXF 393: 103.4; NCI-H460: 108.5; NCI-H522: 78.8

How did O=S(=O)(Oc1ccc(-c2ccc3sccc3c2)cc1)C1CCCCC1 do in these assays?
NCI-H23: 95.6; NCI-H226: 90.7; NCI/ADR-RES: 105.5; ACHN: 111.7; A498: 109.5; CAKI-1: 87.5; RXF 393: 123.9; NCI-H460: 94.1; NCI-H522: 92.3

How did CC(C)(C)c1ccc(S(=O)(=O)Oc2ccc(NC(=O)C3CCCCCCC3)cc2)cc1 do in these assays?
NCI-H23: 53.5; NCI-H226: 61.8; NCI/ADR-RES: 66.9; ACHN: 84.6; A498: 82.4; CAKI-1: 64.1; RXF 393: 95.7; NCI-H460: 71.8; NCI-H522: 55.6

Results for Cc1ccccc1NC(=O)N/C(N)=N/c1nc(-c2cccc([N+](=O)[O-])c2)cs1 ?
NCI-H23: 16.8; NCI-H226: 58.8; NCI/ADR-RES: 2.7*; ACHN: 53.7; A498: -3.6*; CAKI-1: 26.4; RXF 393: 56.7; NCI-H460: 27.0; NCI-H522: 18.0

What do the screens show for `Cc1cccc(C)c1NC(=O)CSC(=S)N1CCOCC1`?
NCI-H23: 90.2; NCI-H226: 112.2; NCI/ADR-RES: 96.9; ACHN: 110.4; A498: 88.8; RXF 393: 115.3; NCI-H460: 109.9; NCI-H522: 93.7

Molecules above containing two or more sulfur atoms, in the order listed:
What do the screens show for `O=c1[nH]c(=S)[nH]c(O)c1/C=C1\C=c2ccccc2=N\C1=N\c1nccs1`?
NCI-H23: 90.5; NCI/ADR-RES: 98.3; ACHN: 76.9; A498: 75.8; CAKI-1: 93.6; RXF 393: 96.9; NCI-H460: 91.2; NCI-H522: 94.6

How did CCCOC(=O)Nc1nc2ccc(SCC(C)C)cc2s1 do in these assays?
NCI-H23: 46.4; NCI-H226: 52.4; NCI/ADR-RES: 16.1; ACHN: 51.9; A498: 40.8; CAKI-1: 49.1; RXF 393: 28.2; NCI-H460: 29.1; NCI-H522: 24.1

How did COc1cc(-c2ccc(N=Nc3ccc4c(S(=O)(=O)O)cc(S(=O)(=O)O)c(N)c4c3O)c(OC)c2)ccc1N=Nc1ccc2c(S(=O)(=O)O)cc(S(=O)(=O)O)c(N)c2c1O do in these assays?
NCI-H23: 95.1; NCI-H226: 95.2; NCI/ADR-RES: 97.5; ACHN: 97.3; A498: 92.8; CAKI-1: 83.2; RXF 393: 106.4; NCI-H460: 106.7; NCI-H522: 92.7

How did O=S(=O)(Oc1ccc(-c2ccc3sccc3c2)cc1)C1CCCCC1 do in these assays?
NCI-H23: 95.6; NCI-H226: 90.7; NCI/ADR-RES: 105.5; ACHN: 111.7; A498: 109.5; CAKI-1: 87.5; RXF 393: 123.9; NCI-H460: 94.1; NCI-H522: 92.3

What do the screens show for `Cc1cccc(C)c1NC(=O)CSC(=S)N1CCOCC1`?
NCI-H23: 90.2; NCI-H226: 112.2; NCI/ADR-RES: 96.9; ACHN: 110.4; A498: 88.8; RXF 393: 115.3; NCI-H460: 109.9; NCI-H522: 93.7
